TDP1 cell CPT – DT40-hTDP1 cell growth loss with CPT. AID 686979. hit rate 12% among 420,000. chicken DT40 Tdp1-/-;hTDP1 cells + 20 nM CPT, ATP luminescence, 48 h. Potency, µM (doses to about 46.2 µM), inactives show at the highest dose activity change, negative = growth inhibition, most hits filed as inhibitors; also: nearly all actives have a fitted effect of over 55% in size
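Chicken DT40 Tdp1-/- cells stably complemented with human TDP1 were seeded at 400 cells/well in medium containing 20 nM camptothecin, exposed to pin-transferred compounds, and grown at 37 °C for at least 48 hr. Viability was read as ATP luminescence.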
TDP1 cell noCPT – qHTS for Inhibitors of human tyrosyl-DNA phosphodiesterase 1 (TDP1): qHTS in cells in absence of CPT | DT40 Tdp1-/- hTDP1 cells, no CPT, ATP luminescence, 48 h | Potency, µM (doses to about 46.2 µM), inactives show top-dose activity change, negative = growth inhibition, hits mostly inhibitors | hit rate 15% among 420,000 | AID 686978, 2013; also: nearly all actives have a fitted effect of over 55% in size
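Chicken DT40 Tdp1-/- cells complemented with human TDP1, screened without camptothecin (DMSO vehicle only), 400 cells/well. Compounds pin-transferred, cells incubated at 37 °C for at least 48 hr. Growth read as ATP-dependent luminescence (CellTiter-Glo, 30 min at RT).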
KAT2A inh – GCN5L2 (KAT2A) acetyltransferase inhibition | GCN5L2 HAT assay, ThioGlo1 CoA-SH fluorescence | Potency, µM (highest dose often 58.9 µM), without a hit: at the top dose activity change, negative = inhibition, most hits filed as inhibitors | hit rate 0.21% among 390,000 | AID 504327
Target sequence (Q92830 whole entry, looked up): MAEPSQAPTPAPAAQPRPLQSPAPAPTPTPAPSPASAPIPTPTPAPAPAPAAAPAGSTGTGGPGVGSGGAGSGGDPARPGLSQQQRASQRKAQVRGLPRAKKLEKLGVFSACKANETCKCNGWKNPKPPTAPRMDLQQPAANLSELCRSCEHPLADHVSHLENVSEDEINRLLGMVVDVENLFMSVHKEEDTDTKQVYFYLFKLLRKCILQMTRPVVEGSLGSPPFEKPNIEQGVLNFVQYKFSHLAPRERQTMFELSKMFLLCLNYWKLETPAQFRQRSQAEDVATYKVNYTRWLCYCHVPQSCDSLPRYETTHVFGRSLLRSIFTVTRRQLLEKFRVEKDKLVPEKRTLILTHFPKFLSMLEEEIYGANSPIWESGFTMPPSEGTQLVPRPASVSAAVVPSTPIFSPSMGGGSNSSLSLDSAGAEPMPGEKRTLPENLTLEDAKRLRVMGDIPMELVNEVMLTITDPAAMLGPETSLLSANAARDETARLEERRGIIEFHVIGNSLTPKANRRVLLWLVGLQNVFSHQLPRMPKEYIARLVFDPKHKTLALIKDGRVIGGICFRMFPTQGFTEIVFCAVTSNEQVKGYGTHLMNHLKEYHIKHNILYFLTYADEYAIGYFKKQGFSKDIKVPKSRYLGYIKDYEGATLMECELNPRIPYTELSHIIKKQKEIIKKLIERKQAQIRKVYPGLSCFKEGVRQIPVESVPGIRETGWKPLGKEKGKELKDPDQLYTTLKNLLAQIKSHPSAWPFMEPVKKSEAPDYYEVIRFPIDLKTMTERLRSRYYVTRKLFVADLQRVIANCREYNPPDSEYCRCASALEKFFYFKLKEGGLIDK
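Preincubate 20nM GCN5L2 with compound 15 min, RT → add 50uM ThioGlo1 + 75uM H3(1-25) + 70uM acetyl-CoA → read fluorescence 0 and 20 min. Primary qHTS; fluorescent artifacts likely.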
Numbers without * were called inactive; ? = inconclusive; · = no result given; [ ] = another dose, or the depositor's remark. Calls follow the shape of the dose curve; as a rule, active = well fitted curve in the direction sought with a large enough effect; inconclusive = small, poorly fitted or top-dose-only effect, or another doubt; inactive = no such curve, though single readings can be large; an effect the other way counts as inactive or inconclusive. % is scaled to controls: 0 for no effect and ±100 for the full control effect; potency is read from the fitted curve at half-maximal effect. No enrichment for hits; any-hit rate near 18%.

SMILES	TDP1 cell CPT	TDP1 cell noCPT	KAT2A inh
Cc1ccc[n+](Cc2ccc([N+](=O)[O-])cc2)c1	2%	-3%	2%
CC(C)[C@H](NC(=O)NCCc1ccc(Cl)cc1)C(=O)O	-10%	-14%	-1%
COc1ccccc1NC(=O)c1cc2c(n(-c3ccc(C)cc3)c1=O)CC(C)(C)CC2=O	-23%	5%	6%
CCc1cc2c(=O)c(-c3nc4ccccc4n3C)c(CCCC(=O)O)oc2cc1OC(=O)C(C)(C)C	4%	-28%	-3%
COc1ccc(N2CCN(C(=O)c3oc4c(c3C)C(=O)CCC4)CC2)cc1	-28%	-22%	2%
O=C(Nc1ccc(NC(=O)c2cc([N+](=O)[O-])ccc2N2CCOCC2)cc1)c1cccs1	?	?	-12%
Cc1ccc2c(=O)cc(C(=O)Nc3sc4c(c3C(=O)NCc3cccnc3)CCCC4)oc2c1C	-4%	?	-3%
C=C[C@@]1(C)C[C@H](OC(=O)CSC(C)(C)CNC(=O)[C@@H](N)C(C)C)[C@@]2(C)C(C)CC[C@@]3(CCC(=O)[C@@H]32)[C@H](C)[C@H]1O (some centres undefined)	0.11µM*	0.079µM*	3%
CC12CCC(=O)N1C(C(=O)Nc1ccccc1N1CCOCC1)CS2 (centres undefined)	9%	2%	-3%
Cc1oc(-c2ccccc2F)nc1CS(=O)(=O)CC(=O)NCc1ccccc1Cl	?	-26%	-13%
CC(=O)c1cccc(Nc2ccc3cc(S(=O)(=O)N4CCCC4)ccc3n2)c1	?	?	-15%
COc1ccc(S(=O)(=O)N2CCC(C(=O)NCCC(=O)Nc3nccs3)CC2)cc1	-9%	8%	-3%
Cn1nc(-c2ccccc2)c2ncc(C(F)(F)F)cc21	7%	-3%	-3%
O=C(NC(=O)c1ccc(C(F)(F)F)cc1)Nc1ccc(-c2cnco2)cc1	?	-24%	3%
COc1nc(NC23CC4CC(CC(C4)C2)C3)nc(OC)n1	?	?	0%
Cc1cc(NC(C)C)n2c(nc3ccccc32)c1C#N	3%	-24%	4%
C=CCn1nnnc1-c1cccc(Cl)c1	?	?	0%
CSc1ccc(Cn2c(C)c(C(=O)NCc3ccc4c(c3)OCCO4)sc2=O)cc1	?	?	·
Cc1ccc(NC(=O)CCS(=O)(=O)c2ccccc2)cc1S(=O)(=O)N1CCOCC1	8%	-6%	-7%
Cc1cc(C)n2c(SCc3nnc(-c4cccs4)o3)nnc2n1	-3%	-6%	-4%
CCC(CO)Oc1cc(NCc2ccc(C(C)(C)C)cc2)c2ncn(C(C)C)c2c1 (centres undefined)	13µM*	15µM*	-13%
COCCNC(=O)C1(C)CCCN(C(=O)c2c(-c3ccccc3)noc2C)C1 (centres undefined)	-3%	-12%	·
COC(=O)c1sc(=S)sc1C(=O)OC	29µM*	?	1%
Cc1ccc(/C(O)=C/C(=O)C(=O)NC23CC4CC(CC(C4)C2)C3)cc1	?	13µM*	-10%
N#CC1=C(N)Oc2ccc3ccccc3c2C1c1cccnc1 (centres undefined)	3.7µM*	5.2µM*	14%

Quoted at random: two records from the list.
SMILES	TDP1 cell CPT	TDP1 cell noCPT	KAT2A inh
COC(=O)c1sc(=S)sc1C(=O)OC	29µM*	?	1%
CC(=O)c1cccc(Nc2ccc3cc(S(=O)(=O)N4CCCC4)ccc3n2)c1	?	?	-15%

Continued.
SMILES	TDP1 cell CPT	TDP1 cell noCPT	KAT2A inh
Cc1[nH]c2ccccc2c1CCNC(=O)c1ccc2c(c1[N+](=O)[O-])C(=O)c1ccccc1C2=O	4.6µM*	2.9µM*	-3%
CN1CCN(C(c2ccccc2)c2nnnn2C(C)(C)C)CC1 (centres undefined)	-15%	-9%	·
CSCCC(CO)NC(=O)OCc1ccccc1 (centres undefined)	-2%	-1%	-1%
Nc1nc(N)c2[nH]cnc2n1	6.5µM*	8.2µM*	·
COc1ccc(-c2cccc(NS(=O)(=O)c3cc(C(F)(F)F)ccc3Cl)c2)nn1	-30%	?	0%
Cc1cc(NC(=O)C2Oc3ccccc3OC2C)no1 (centres undefined)	0%	-1%	-9%
CCOc1ccc2nc(N3CCCC(C(=O)NCCCN4CCOCC4)C3)sc2c1 (centres undefined)	?	?	-18%
CC(Cc1cccs1)NC(=O)Nc1cccc(Cl)c1 (centres undefined)	?	?	-20%
CCN(CC)C(=O)CN(C#N)c1nc(NC(C)C)nc(NC(C)C)n1	-2%	12%	?
CC(SCC(=O)Nc1ccc(S(=O)(=O)N2CCCCC2)cc1)C(=O)O (centres undefined)	-10%	-13%	-11%
NNC(=O)c1c[nH]c2ccc(OCc3ccccc3)cc12	22%	-26%	·
Cc1ccc(Nc2nc(-c3ccc(S(=O)(=O)N4CCOCC4)cc3)cs2)cc1Cl	4.6µM*	6.5µM*	-3%
OC(CSc1ccccc1Cl)CN1CCN(c2ccccc2F)CC1 (centres undefined)	?	?	-5%
CCOC(=O)C1CCN(C(=O)c2ccc3c(c2)sc2nc(-c4ccc(OC)cc4)cn23)CC1	23µM*	23µM*	-4%
CC(C)CN(C(=O)CN(C)C(=O)Cc1ccc(Cl)cc1)c1c(N)n(CC(C)C)c(=O)[nH]c1=O	-4%	-3%	-3%
CCc1cc(=O)[nH]c(SCc2nc(-c3cccc(Cl)c3)no2)n1	18µM*	16µM*	-14%
COc1cc(C)c(CNc2cc(C)cc(C)c2)cc1C	?	?	-2%
CCC(C)c1ccc(S(=O)(=O)N2CCN(C(=O)CN3C(=O)NC(C)(C4CC4)C3=O)CC2)cc1 (centres undefined)	-28%	-27%	·
Cc1ccc2c(c1)C(=O)C(=O)N2c1ccc(C(F)(F)F)cc1	-13%	-22%	0%
CCCCn1nnnc1C(c1cc2ccccc2o1)N1CCN(CC(=O)N2CCCC2)CC1 (centres undefined)	-18%	?	·
CCOC(=O)CCCN1CC(O)=C(c2nc(-c3ccc(Cl)cc3)cs2)C1=N	7%	?	-5%
Cc1sc(NC(=O)CCl)c(C(=O)c2ccccc2)c1C	18µM*	9.2µM*	-14%
COc1ccc(NC(=O)c2cc(=O)[nH]c3ccccc23)cc1	-20%	8%	1%
CC(=O)c1cccc(NC(=O)CCCOc2ccc(C)cc2)c1	-20%	?	0%
Cc1cc(O)c(C(=O)/C=C/c2ccc(Cl)cc2)c(=O)o1	?	?	?

Taken from above:
Under TDP1 cell CPT, CC(SCC(=O)Nc1ccc(S(=O)(=O)N2CCCCC2)cc1)C(=O)O (centres undefined) is entered as -10%
Under KAT2A inh, CCOc1ccc2nc(N3CCCC(C(=O)NCCCN4CCOCC4)C3)sc2c1 (centres undefined) is entered as -18%
Under TDP1 cell CPT, CSCCC(CO)NC(=O)OCc1ccccc1 (centres undefined) is entered as -2%
Under TDP1 cell CPT, CCN(CC)C(=O)CN(C#N)c1nc(NC(C)C)nc(NC(C)C)n1 is entered as -2%

The listing continues.
SMILES	TDP1 cell CPT	TDP1 cell noCPT	KAT2A inh
N#CCCn1cc(C(CC(=O)c2ccc(Br)cc2)C(=O)O)c2ccccc21 (centres undefined)	-13%	-3%	-5%
CC(C)N1CCc2c(sc(NC(=O)c3cc(-c4cccs4)nc4ccccc34)c2C(N)=O)C1	18µM*	9.2µM*	-5%
CC[C@]12c3[nH]c4cc(-c5ccco5)ccc4c3CCN1C(=O)[C@@H](CC(=O)NC/C=C(\C)CCC=C(C)C)C[C@@H]2C(=O)N1CCN(C(=O)C2CC2)CC1	?	?	?
Nc1c(C(=O)Nc2ccccc2)nnn1Cc1ccc(F)cc1Cl	-22%	-17%	2%
O=c1[nH]c(-c2ccccc2)c(-c2ccccc2)nc1[N+](=O)[O-]	?	-30%	-12%
CCOC(=O)CSc1snnc1-c1ccccc1	-9%	-21%	-2%
Cc1oc(-c2cccc(Cl)c2)nc1CN1CCC(C(=O)NC(C)C)CC1	-16%	-8%	0%
CCOC(=O)N1CCN(C(=O)CSc2nc3c([nH]c4ccccc43)c(=O)n2CCOC)CC1	?	18µM*	-6%
Cc1ccc(CNC(=O)c2ccc(CSCc3c(F)cccc3Cl)o2)cc1	-30%	-14%	-6%
O=C(CCNS(=O)(=O)c1ccccc1C(F)(F)F)N1CCCCCCC1	-27%	2%	-2%
COc1ccc(CN2C(=O)CN(S(C)(=O)=O)CC2(C)C(=O)NC(C)C)cc1OC (centres undefined)	16%	16%	·
CCc1cccc(NC(=O)CCc2nc3sc4c(c3c(=O)[nH]2)CCCC4)c1	8.2µM*	10µM*	-13%
CCOc1ccc(CSC(=N)N)cc1[N+](=O)[O-]	23µM*	?	3%
COC(=O)c1ccc(Cn2nnc3c(=O)[nH]c(C4CCN(S(=O)(=O)c5cc(C)ccc5C)CC4)nc32)cc1	23µM*	?	-15%
O=C(c1cc(C2CC2)on1)N1CCOCC1	1%	-6%	-3%
CCOC(=O)[C@H]1[C@H]2COc3ccc(Cl)cc3[C@@H]2N2C(=O)[C@H](C)NC(=O)[C@@]12C	0%	0%	·
C=CCC(=O)NC1CCCc2c1cnn2-c1cc(F)cc(F)c1 (centres undefined)	-17%	-6%	-8%
O=S(=O)(c1ccc(Cl)nc1)N1CCCC1	4%	18%	-1%
O=C(Cc1ccc(S(=O)(=O)N2CCOCC2)s1)Nc1cc(Cl)ccc1Cl	4%	-15%	-3%
Cc1ccc(O)c(C(=O)C=Cc2ccccc2)c1	?	21µM*	·
O=c1c2c3c(sc2n(CCN2CCCC2)c(=O)n1Cc1ccco1)CCCCC3	8.2µM*	12µM*	2%
O=C(c1cc(Cl)ccc1[N+](=O)[O-])n1cnc2ccccc21	-28%	-9%	-1%
CS(=O)(=O)N1CCc2cc(C(=O)Nc3ccccc3)ccc21	-7%	-3%	-7%
O=C(O)/C=C/C(=O)NC1CC1	2%	5%	-4%
CN(C)CC(O)COc1cc2ccccc2cc1C(=O)N1CCCCC1 (centres undefined)	-14%	-9%	-6%

(cont.)
SMILES	TDP1 cell CPT	TDP1 cell noCPT	KAT2A inh
Cc1ccc2c(c1)C(=O)C(=O)N2Cc1ccc(OC(C)C)cc1	0.0073µM*	0.058µM*	-2%
CC1CC(C)CN(CCCNC(=O)c2ccc3nc(N4CCOCC4)sc3c2)C1 (centres undefined)	-10%	?	5%
CN(C)c1ccc(-c2ccnc3c2CC(C)(C(=O)NCc2ccccc2)O3)cc1 (centres undefined)	2.9µM*	5.2µM*	·
O=C(CSc1nncs1)N1c2ccccc2Sc2ccccc21	?	?	-3%
C#CCSc1ncc(S(=O)(=O)c2ccccc2)c(=O)[nH]1	14%	-8%	-1%
O=C(Cc1cccc(F)c1)NO	-25%	-15%	·
O=C(CCCN1C(=O)[C@H]2CC=CC[C@H]2C1=O)NCc1nc(-c2ccccc2)no1	-3%	8%	0%
Cc1cccc(C(=O)NN/C=C/C(=O)c2ccccc2)c1	?	26µM*	1%
CCOC(=O)C1=CCCN(S(=O)(=O)c2ccc(C)cc2)C1	?	21µM*	·
CN(Cc1cccnc1)C(=O)c1cc(COc2ccc3c(c2)CCCC3)on1	?	?	?
Cc1ccc2oc3nc(C)c(C(=O)O)cc3c(=O)c2c1	?	?	-23%
CCNC(=O)CC1C(=O)N(c2ccc(F)cc2)C(=O)N1Cc1cccs1 (centres undefined)	-10%	7%	-3%
Cc1cccc(NC(=O)c2ccc(S(=O)(=O)N3CCCC3)cc2)c1C	-16%	-29%	-1%
CC(=O)c1ccc(-c2ccc(C(=O)N3CCN(c4ccc(F)cc4)CC3)o2)cc1	?	?	2%
O=C(COc1ccccc1Cl)N1CCN(c2ccc([N+](=O)[O-])c(N3CCOCC3)c2)CC1	?	16µM*	-28%
O=C(Nc1ccc2c(c1)OCCO2)C(=S)NCc1ccccc1	0%	-17%	-8%
O=C(NC[C@H](O)c1ccccc1)c1ccccc1	-13%[9.04 µM]	-9%[9.04 µM]	·
O=C(CSCc1c(F)cccc1Cl)Nc1ccccc1C(=O)N1CCOCC1	-10%	-12%	2%
COc1ccc(Cl)cc1NC(=O)c1ocnc1C	-8%	14%	-3%
CCc1ccccc1NC(=O)CSc1nc2ccccc2nc1N1CCOCC1	0%	?	-22%
COC(=O)c1ccc2[nH]ccc2c1	?	?	-3%
CCOC(=O)c1c(C)[nH]c(C)c1S(=O)(=O)NCC(=O)Nc1cccc(SC)c1	?	-17%	0%
O=C(NN=C1CCN(Cc2ccccc2)CC1)c1ccccc1O	6%	-8%	-12%
Cc1ccccc1-n1c(SCC(=O)NC2CCS(=O)(=O)C2)nc2ccccc2c1=O (centres undefined)	?	?	-6%
O=C1N/C(=N\c2ccccn2)SC1Cc1ccccc1Cl (centres undefined)	?	?	0%
Cc1ccc2c(COC(=O)C3CSC4(C)CCC(=O)N34)cc(=O)oc2c1C (centres undefined)	0%	5%	-6%
Cc1ccc(C(=O)NCC(=O)OC2CCCCC2=O)cc1C (centres undefined)	-4%	16%	-8%
Cc1cccc(NC(=O)CNC(=O)Cn2ncc(Cl)c(Cl)c2=O)c1C	12µM*	9.2µM*	-25%

Assay outcomes (PubChem)
